Screens (PubChem BioAssay)
E-selectin induc – E-selectin induction in HUVECs, primary screen, imaging, HUVEC, immunofluorescence imaging, single point; P16581; normalized: neutral wells 0, TNF-alpha wells 100; 260,000 tested, 0.37% active; activation, % at 7.58 µM;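 active = mean E-selectin-positive cell signal at least 10% of the positive control, reached in at least 60% of replicates, without over 20% cell loss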;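 also: in these data hits start at about 27%; measured in HUVEC primary endothelial cells; signal is the percent of cells scored E-selectin positive by PE staining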
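Read-out: % PE-positive cells | Test system: HUVEC | Doses: One compound dose added by pin transfer | Buffer or medium: EGM-2 over gelatin coat | Signal: Immunofluorescence imaging | Benchmarks: TNF-alpha, DMSO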
RAD54 branch – inhibitors of human RAD54 branch migration, primary screen, biochemical, fluorescence, single point; DNA repair and recombination protein RAD54-like (Homo sapiens), Q92698; RAD54 Holliday junction branch migration, FAM/BHQ fluorescence; inhibition, % at 10.4 µM; 360,000 tested, 0.14% active;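 active = mean normalized replicate activity at least 40 and at least half of replicates scoring 40 or more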;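 also: 0% = median of neutral control wells and 100% = median of positive control wells; inhibitors cause a drop in the FAM fluorescence signal; in these data hits start at about 50%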
Target sequence (Q92698 whole entry, looked up): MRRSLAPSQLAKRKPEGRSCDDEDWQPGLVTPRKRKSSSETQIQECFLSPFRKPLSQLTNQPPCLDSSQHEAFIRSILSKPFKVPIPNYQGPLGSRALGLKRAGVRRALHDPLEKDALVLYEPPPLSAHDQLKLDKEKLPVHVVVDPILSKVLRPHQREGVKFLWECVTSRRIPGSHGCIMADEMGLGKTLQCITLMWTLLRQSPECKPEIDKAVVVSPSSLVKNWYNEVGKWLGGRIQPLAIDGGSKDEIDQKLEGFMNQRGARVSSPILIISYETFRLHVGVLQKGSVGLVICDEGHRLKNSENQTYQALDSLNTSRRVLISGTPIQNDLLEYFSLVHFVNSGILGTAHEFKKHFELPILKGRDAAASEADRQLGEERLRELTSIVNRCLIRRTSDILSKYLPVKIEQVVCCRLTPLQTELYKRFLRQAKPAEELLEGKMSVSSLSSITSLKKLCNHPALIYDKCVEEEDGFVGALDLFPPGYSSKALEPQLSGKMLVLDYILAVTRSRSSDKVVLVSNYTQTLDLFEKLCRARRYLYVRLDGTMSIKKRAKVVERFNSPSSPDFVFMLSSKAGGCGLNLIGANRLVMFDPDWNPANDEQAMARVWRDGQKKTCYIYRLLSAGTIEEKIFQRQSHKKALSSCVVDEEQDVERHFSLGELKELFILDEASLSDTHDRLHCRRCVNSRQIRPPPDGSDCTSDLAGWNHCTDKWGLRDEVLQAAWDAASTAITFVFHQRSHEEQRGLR
FN deposition inh – inhibitors of fibronectin matrix deposition, primary screen, AH1F cells, Alexa488-fibronectin fluorescence, plate reader. AH1F fibroblasts, overnight. 350,000 tested, 0.086% active. inhibition, % at 12.6 µM. AID 743247, 2014;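 active = mean inhibition across replicates of 30% or more, regardless of how many single replicates reach that level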;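 also: positive control wells lacked labelled fibronectin entirely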
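Assay system: AH1F fibroblasts assembling fluorescent fibronectin matrix; Amount: 10000 AH1F cells per well; Buffer or medium: DMEM, 2% serum; Probe or stimulus: Alexa488-fibronectin, 24 nM final in well; Doses: single compound dose, delivered by pin transfer; Incubation: 1 h adhesion, overnight exposure; Measured by: fluorescence 485/525 nm; Read-out: fibronectin deposition inhibition.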
EWS-Fli block – EWS/Fli-driven NR0B1 reporter inhibitors, primary screen, A673 cells, NR0B1 luciferase, luminescence, MLPCN library | viability-normalised | inhibition, % at 12.6 µM | 350,000 tested, 0.67% active | AID 651661, 2012;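 active = mean inhibition of at least 50% after viability correction, with every replicate also passing that limit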;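 also: firefly luciferase signal divided by Alamar Blue viability fluorescence both relative to DMSO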
esBAF inh – Bmi1 luciferase reporter increase in mESCs, primary screen, esBAF inhibitor project, mouse ES cells, Bmi1 luciferase knock-in, single point. 24 h; 100% = twice the neutral-well signal. reporter increase, % at 12.5 µM. 350,000 tested, 2% active; in the data active = activation above about 40%;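 also: 0% = median of the plate's neutral control wells and 100% = double that signal; a rise in the Bmi1 reporter signal indicates esBAF inhibition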
Xi reactivation – activators of inactive X chromosome reactivation, primary screen, imaging, XiGFP fibroblasts, GFP high-content imaging, set 2. activation, % at 7.58 µM. AID 743238, 2013. XiGFP mouse fibroblasts, % GFP-positive cells imaging, 3 d; cells co-treated with 5-aza-dC sensitizer; scaled so ellipticine positive control = 100%. 360,000 tested, 0.055% active;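 active = mean normalized replicate activation at least 10% and every replicate at or above 10%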;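 also: 0% = median of on-plate neutral control wells and 100% = ellipticine 6 µM median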
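System: 68-5-11 XiGFP fibroblast line | Buffer or medium: DMEM containing 5-aza-dC | Compound: Single point | Times: Compounds 3 days, fix/stain 15 min at room temperature | Benchmarks: Positive control ellipticine, 6 µM final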
RAD52 inh – RAD52 DNA annealing inhibitors, primary screen, biochemical, FRET, single point, set 2; 360,000 tested, 0.46% active; recombinant RAD52 DNA annealing, FRET fluorescence; inhibition, % at 18.7 µM; AID 651710, 2012; DNA repair protein RAD52 homolog (Homo sapiens), P43351;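 active = every replicate showing at least 50% inhibition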
S100A4 MyoIIA – inhibitors of S100A4-myosin IIA peptide binding, primary screen, biochemical, fluorescence polarization, TAMRA-MyoIIA peptide. inhibition, % at 10.7 µM. 360,000 tested, 0.14% active. AID 652163, 2013;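 active = mean inhibition of at least 70% across replicates, with every replicate also reaching that level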
Target sequence (P26447 whole entry, looked up): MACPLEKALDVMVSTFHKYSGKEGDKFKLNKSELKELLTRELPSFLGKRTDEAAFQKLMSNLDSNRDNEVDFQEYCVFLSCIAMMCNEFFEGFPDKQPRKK
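incubation = readout 5 min after mixing, signal stable up to 60 min | system = S100A4 monomer protein | buffer or medium = HEPES pH 7.2 with CaCl2, KCl, NaCl, DTT, Triton | benchmarks = neutral control DMSO, positive control TFP | also added = fluorescent myosin IIA peptide, 5 nM | compound dosing = one concentration per compound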
Numbers without * were called inactive; . = not tested or not shown. Outcome played no part in choosing rows. Share with any hit: about 3%.

item	SMILES	E-selectin induc	RAD54 branch	FN deposition inh	EWS-Fli block	esBAF inh	Xi reactivation	RAD52 inh	S100A4 MyoIIA
1	CCN(c1ccccc1)S(=O)(=O)c1cccc(C(=O)NCC(c2ccco2)N2CCCCC2)c1 (configuration not stated)	-1.5	3	-3	13	1	-0.7	-35	-3
2	Cc1ccc(C)n1-c1ccc(N2CCOCC2)c([N+](=O)[O-])c1	-0.2	.	1	-8	.	0.4	-8	-3
3	CCCCN1C(=O)C(CC(=O)NCCN2CCOCC2)CC(C(=O)N2CCOCC2)=C1C (configuration not stated)	-1.4	.	10	6	-1	0.0	-8	-5
4	CCN(CC)c1ccc(NC(=O)COc2ccccc2C)cc1S(=O)(=O)Nc1ccccc1OC	-2.6	.	-2	14	.	-0.6	-15	-3
5	Cc1ccc(CCNC(=O)CS(=O)Cc2nc(-c3cccc(C)c3)oc2C)cc1 (configuration not stated)	-0.6	-7	-1	-5	-12	-0.1	-9	2
6	O=[N+]([O-])c1ccc(N2CCNCC2)cc1NCc1cccnc1	-2.3	-7	4	4	.	-0.1	7	-1
7	CCn1c(CNC(=O)c2cccc(C)c2)nnc1SCC(=O)NC1=NCCS1	.	-6	-1	7	-3	0.0	-9	6
8	COc1ccc(S(=O)(=O)Nc2ccc3c(c2)C(=O)N([C@@H](C)CO)C[C@@H](C)[C@H](CN(C)CC2CCCCC2)OCCCC[C@@H](C)O3)cc1	0.0	0	.	0	8	0.2	.	.
9	CO[C@@H]1CN(C)C(=O)c2ccc(NC(=O)c3cccnc3)cc2OC[C@@H](C)N(CC2CC2)C[C@H]1C	0.3	4	6	-7	-2	0.1	-9	4
10	CC1CCN(CC(O)COc2ccc(-c3ccccc3)cc2)CC1 (configuration not stated)	.	0	-10	16	3	0.0	11	6
11	Cc1nn(C(=O)CCC(=O)NCc2ccc(OC(C)C)cc2)c2ccccc12	-0.2	6	-13	.	-10	0.2	-16	-7
12	CN(CC(=O)Nc1ccc(F)cc1)CC(=O)N1CCCC1	.	-4	-3	0	-12	0.0	-2	-3
13	c1ccc(-c2csc(N3CCN(c4ccccn4)CC3)n2)cc1	.	9	12	.	61*	.	-11	2
14	CC(C)C(C(=O)NC1CCCC1)N1CCN(c2ncccc2C#N)CC1 (configuration not stated)	0.2	.	-8	-7	.	0.0	-46	-3
15	O=C(CCC1CCCN(C(=O)c2ccc3c(c2)OCO3)C1)N1CCN(c2ccccn2)CC1 (configuration not stated)	.	.	2	4	.	0.2	-4	-3
16	C[C@@H]1CN([C@H](C)CO)C(=O)Cc2cc(NC(=O)CCN3CCOCC3)ccc2O[C@H]1CN(C)C(=O)Nc1ccc(C(F)(F)F)cc1	-0.1	-2	-2	-4	3	0.2	-7	12
17	CO[C@@H](CN(C)S(=O)(=O)c1ccc(C)cc1)[C@H](C)CN(Cc1ccccc1Cl)[C@H](C)CO	0.0	-9	-19	14	-1	0.2	-3	1
18	Cc1noc(C)c1S(=O)(=O)Nc1ccc2c(c1)C(=O)N([C@@H](C)CO)C[C@@H](C)[C@H](CN(C)C(=O)Nc1ccccc1)OCCCC[C@@H](C)O2	0.8	-2	-13	12	7	0.2	19	10
19	O=c1n(-c2ccccc2)c(=O)n2n1CC(COc1ccccc1)=C1[C@@H](CCc3ccccc3)OB(O)C[C@@H]12	.	-8	.	-6	.	.	23	8
20	COC(=O)c1nc2nc(-c3cccs3)cc(C(F)(F)F)n2n1	.	9	-8	-12	-8	0.0	-7	-10
21	CCN(CC)C(=O)C(=O)Nc1ccc(Oc2ccccc2)cc1	.	-8	-3	-22	19	0.2	-7	1
22	COc1ccc(CNC(=O)c2cc(S(=O)(=O)N3CCOCC3)cn2C)cc1	.	6	1	5	3	0.4	0	-2
23	Cc1nnc2ccc(N3CCN(c4ccccn4)CC3)nn12	-0.3	-6	-3	-3	5	0.0	0	1
24	COc1cccc(S(=O)(=O)N[C@H]2CC[C@@H](CCn3cc(-c4ccccc4OC)nn3)O[C@@H]2CO)c1	-0.3	-2	-3	7	-1	-0.4	-6	1
25	C/C=C(/C)C(=O)O[C@@H]([C@H](O)c1cc2ccc(=O)oc2cc1OC)C(C)(C)O[C@@H]1O[C@H](CO)[C@@H](O)[C@H](O)[C@H]1O	-0.2	8	20	-5	2	-0.1	-6	-1

Random excerpt: two entries already listed, in no set order.
item	SMILES	E-selectin induc	RAD54 branch	FN deposition inh	EWS-Fli block	esBAF inh	Xi reactivation	RAD52 inh	S100A4 MyoIIA
22	COc1ccc(CNC(=O)c2cc(S(=O)(=O)N3CCOCC3)cn2C)cc1	.	6	1	5	3	0.4	0	-2
4	CCN(CC)c1ccc(NC(=O)COc2ccccc2C)cc1S(=O)(=O)Nc1ccccc1OC	-2.6	.	-2	14	.	-0.6	-15	-3

Structural class: the compounds so far with fluorine (three)
item	SMILES	E-selectin induc	RAD54 branch	FN deposition inh	EWS-Fli block	esBAF inh	Xi reactivation	RAD52 inh	S100A4 MyoIIA
12	CN(CC(=O)Nc1ccc(F)cc1)CC(=O)N1CCCC1	.	-4	-3	0	-12	0.0	-2	-3
16	C[C@@H]1CN([C@H](C)CO)C(=O)Cc2cc(NC(=O)CCN3CCOCC3)ccc2O[C@H]1CN(C)C(=O)Nc1ccc(C(F)(F)F)cc1	-0.1	-2	-2	-4	3	0.2	-7	12
20	COC(=O)c1nc2nc(-c3cccs3)cc(C(F)(F)F)n2n1	.	9	-8	-12	-8	0.0	-7	-10

Remaining list, next part
item	SMILES	E-selectin induc	RAD54 branch	FN deposition inh	EWS-Fli block	esBAF inh	Xi reactivation	RAD52 inh	S100A4 MyoIIA
26	O=C(C[C@@H]1CC[C@H](NC(=O)c2cccnc2)[C@H](CO)O1)NCc1ccncn1	-0.2	6	.	6	-8	0.2	-6	4
27	COc1ccc(CC(NC(C)=O)C(=O)NC2CCN(C(=O)C3CC3)CC2)cc1OC (configuration not stated)	3.6	.	0	-6	.	0.2	-12	1
28	COc1ccc(NC(=O)N(C)C[C@H]2Oc3ccc(NC(=O)CCCCCC(=O)Nc4ccccc4N)cc3C(=O)N([C@H](C)CO)C[C@H]2C)cc1	.	.	.	3	.	0.8	-40	2
29	Cc1oc(/N=C/c2ccc(O)cc2O)c(C#N)c1C	.	.	.	2	.	0.2	-77	-9
30	COC(=O)c1cc(COc2ccc3ccc(=O)oc3c2)c(C)o1	0.0	6	-1	.	-3	.	.	3
31	CC(C)CCNC(=O)c1[nH]c(C(F)(F)F)nc1-c1ccccc1	0.0	9	0	8	0	0.3	-4	-1
32	CCOCCCNC(=O)CSc1nc2nc(C)c(Cc3ccccc3)c(C)n2n1	5.0	-5	2	-1	1	-0.1	-21	-2
33	CN(C)CCN1C(=O)C(=O)/C(=C(/O)c2ccc(S(=O)(=O)N3CCOCC3)cc2)C1c1ccc(Br)cc1 (configuration not stated)	-0.1	-1	.	.	.	0.0	-8	1
34	COc1ccccc1CNC(=O)C[C@@H]1C[C@@H]2c3cc(NC(=O)Nc4ccccc4F)ccc3O[C@@H]2[C@@H](CO)O1	0.3	-6	.	-6	-1	0.3	8	1
35	CC(C)NC(=O)NNC(=O)c1cc(COc2cc(Cl)cc(Cl)c2)on1	.	.	-1	11	-2	0.1	-11	-1
36	Clc1ccc(C=Cc2ccccn2)c(Cl)c1	.	-4	5	-19	-12	0.3	-7	1
37	Cc1ccc(NS(=O)(=O)c2c(C)nc3sccn3c2=O)cc1	-0.1	-4	1	-8	-5	0.0	0	-1
38	CCCN(C)C[C@@H]1OCCCC[C@H](C)Oc2ccc(NC(=O)c3ccccc3)cc2C(=O)N([C@@H](C)CO)C[C@@H]1C	0.1	12	.	-3	0	0.5	18	-10
39	Clc1cccc(Cl)c1CNc1ccc(N2CCCC2)cc1	0.8	.	-8	-2	.	0.0	-9	-6
40	COc1ccc(/C=N/N=C2/NC(=O)C(CC(=O)O)S2)cc1OCc1ccc(Cl)cc1Cl (configuration not stated)	-2.5	1	3	2	.	0.1	-18	-2
41	Cc1ccc(NC(=O)CCS(=O)(=O)c2cccc3nonc23)cc1Cl	.	-12	4	-5	-5	-0.1	-32	6
42	C[C@@H]1CN([C@H](C)CO)C(=O)CCCn2cc(nn2)CO[C@@H]1CN(C)Cc1ccc2c(c1)OCCO2	0.0	1	-3	-3	1	0.0	15	2
43	O=C(O)C1CCCCC1C(=O)NCc1ccc2c(c1)OCO2 (configuration not stated)	.	.	-2	0	.	0.0	-11	3
44	O=[N+]([O-])c1ccc(Cl)c(CN2CCCCCC2)c1	1.8	4	-18	6	3	0.3	-5	4
45	O=C(O)C[C@@H]1CC[C@H]2[C@@H](COC[C@@H](O)CN2S(=O)(=O)c2ccc(F)cc2)O1	0.1	-5	4	.	4	0.5	16	9
46	COCC(=O)N[C@@H]1CC[C@@H](CC(=O)N2CCCCC2)O[C@H]1CO	0.0	1	-4	-4	-2	0.1	-6	4
47	COc1ccc(S(=O)(=O)N(C)C[C@@H]2OCCCC[C@@H](C)Oc3ccc(NS(C)(=O)=O)cc3C(=O)N([C@H](C)CO)C[C@@H]2C)cc1	0.3	3	.	-11	-7	0.0	5	5
48	COc1ccc(N/C=C\C(=O)c2ccc3c(c2)OCO3)cc1OC	-0.7	3	3	-30	.	-0.1	-20	0
49	CO[C@@H]1CN(C)C(=O)c2cc(NS(C)(=O)=O)ccc2OC[C@H](C)N(Cc2cncnc2)C[C@H]1C	-0.1	-5	-1	9	-10	0.3	-10	1
50	Cc1ccccc1-c1ccc([C@H]2[C@@H](CO)N3CCCCN(C(=O)c4cccnc4)C[C@@H]23)cc1	0.2	-7	.	2	-3	0.0	-2	0
51	COC(=O)C[C@@H]1C=C[C@@H](NC(=O)c2ccccc2)[C@@H](CO)O1	-0.3	5	.	0	-1	-0.3	2	8
